S100A4 MyoIIA – inhibitors of S100A4-myosin IIA peptide binding, primary screen, biochemical, fluorescence polarization, TAMRA-MyoIIA peptide; Protein S100-A4 (Homo sapiens), P26447; inhibition, % at 10.7 µM; 360,000 compounds, 0.14% hits; AID 652163, 2013;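 active means mean inhibition of at least 70% across replicates, with every replicate also reaching that level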
Target sequence (P26447 whole entry, looked up): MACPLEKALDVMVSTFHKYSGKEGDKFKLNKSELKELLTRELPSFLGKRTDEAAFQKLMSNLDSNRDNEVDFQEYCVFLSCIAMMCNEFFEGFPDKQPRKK
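Test system: S100A4 monomer protein; Medium: HEPES pH 7.2 with CaCl2, KCl, NaCl, DTT, Triton; Probe or stimulus: TAMRA-labelled myosin IIA heavy-chain peptide probe, 5 nM; Doses: one dose per compound; Times: polarization read 5 min after assay mix addition, stable 5–60 min; Benchmarks: neutral control DMSO, positive control TFP.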
FN deposition inh – inhibitors of fibronectin matrix deposition, primary screen, AH1F cells, Alexa488-fibronectin fluorescence, plate reader. AH1F fibroblasts, overnight. inhibition, % at 12.6 µM. 350,000 compounds, 0.086% hits;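 active means mean inhibition across replicates of 30% or more, regardless of how many single replicates reach that level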;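 further: positive control wells lacked labelled fibronectin entirely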
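Test system: AH1F fibroblast monolayer depositing Alexa488-labelled fibronectin into matrix. Input: 10000 cells per well. Technique: fluorescence, ex 485 nm, em 525 nm. Buffer or medium: DMEM plus 2% serum, read in PBS. Timing: 1 h cell adhesion before compound, then overnight fibronectin incubation. Compound: single dose, pinned. Read-out basis: inhibition from reduced deposited-fibronectin fluorescence.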
RAD52 anneal inh – RAD52 DNA annealing inhibitors, primary screen, biochemical, FRET, single point, set 2; DNA repair protein RAD52 homolog (Homo sapiens), P43351; 360,000 compounds, 0.46% hits; AID 651710, 2012; recombinant RAD52 DNA annealing, FRET fluorescence; inhibition, % at 18.7 µM;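 active means every replicate showing at least 50% inhibition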
esBAF inh – Bmi1 luciferase reporter increase in mESCs, primary screen, esBAF inhibitor project, mouse ES cells, Bmi1 luciferase knock-in, single point. AID 602393, 2012. 350,000 compounds, 2% hits. reporter increase, % at 12.5 µM. 24 h; 100% = twice the neutral-well signal; in the data active means activation above about 40%;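 further: 0% = median of the plate's neutral control wells and 100% = double that signal; a rise in the Bmi1 reporter signal indicates esBAF inhibition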
XiGFP reactiv – activators of inactive X chromosome reactivation, primary screen, imaging, XiGFP fibroblasts, GFP high-content imaging, set 2; 360,000 compounds, 0.055% hits; XiGFP mouse fibroblasts, % GFP-positive cells imaging, 3 d; cells co-treated with 5-aza-dC sensitizer; scaled so ellipticine positive control = 100%; activation, % at 7.58 µM; AID 743238, 2013;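 active means mean normalized replicate activation at least 10% and every replicate at or above 10%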;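 further: 0% = median of on-plate neutral control wells and 100% = ellipticine 6 µM median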
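Assay system – SV40-immortalized XiGFP fibroblast cells, line 68-5-11 · Buffer or medium – DMEM supplemented with 5-aza-dC as sensitizing agent · Dosing – one concentration, pinned · Benchmarks – positive control ellipticine, 6 µM final · Times – 3 days compound exposure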
E-sel inducer – E-selectin induction in HUVECs, primary screen, imaging, HUVEC, immunofluorescence imaging, single point; P16581; normalized: neutral wells 0, TNF-alpha wells 100; activation, % at 7.58 µM; 260,000 compounds, 0.37% hits; AID 686992, 2013;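 active means mean E-selectin-positive cell signal at least 10% of the positive control, reached in at least 60% of replicates, without over 20% cell loss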;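 further: in these data hits start at about 27%; measured in HUVEC primary endothelial cells; signal is the percent of cells scored E-selectin positive by PE staining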
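System: HUVEC / Compound: single concentration / Signal: immunofluorescence imaging / Read-out: percent E-selectin-positive cells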
EWS-Fli block – EWS/Fli-driven NR0B1 reporter inhibitors, primary screen, A673 cells, NR0B1 luciferase, luminescence, MLPCN library | viability-normalised | inhibition, % at 12.6 µM | 350,000 compounds, 0.67% hits | AID 651661, 2012;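 active means mean inhibition of at least 50% after viability correction, with every replicate also passing that limit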;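 further: firefly luciferase signal divided by Alamar Blue viability fluorescence both relative to DMSO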
RAD54 branch – inhibitors of human RAD54 branch migration, primary screen, biochemical, fluorescence, single point | DNA repair and recombination protein RAD54-like (Homo sapiens), Q92698 | RAD54 Holliday junction branch migration, FAM/BHQ fluorescence | inhibition, % at 10.4 µM | 360,000 compounds, 0.14% hits | AID 602329, 2012;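 active means mean normalized replicate activity at least 40 and at least half of replicates scoring 40 or more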;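 further: 0% = median of neutral control wells and 100% = median of positive control wells; inhibitors cause a drop in the FAM fluorescence signal; in these data hits start at about 50%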
Target sequence (Q92698 whole entry, looked up): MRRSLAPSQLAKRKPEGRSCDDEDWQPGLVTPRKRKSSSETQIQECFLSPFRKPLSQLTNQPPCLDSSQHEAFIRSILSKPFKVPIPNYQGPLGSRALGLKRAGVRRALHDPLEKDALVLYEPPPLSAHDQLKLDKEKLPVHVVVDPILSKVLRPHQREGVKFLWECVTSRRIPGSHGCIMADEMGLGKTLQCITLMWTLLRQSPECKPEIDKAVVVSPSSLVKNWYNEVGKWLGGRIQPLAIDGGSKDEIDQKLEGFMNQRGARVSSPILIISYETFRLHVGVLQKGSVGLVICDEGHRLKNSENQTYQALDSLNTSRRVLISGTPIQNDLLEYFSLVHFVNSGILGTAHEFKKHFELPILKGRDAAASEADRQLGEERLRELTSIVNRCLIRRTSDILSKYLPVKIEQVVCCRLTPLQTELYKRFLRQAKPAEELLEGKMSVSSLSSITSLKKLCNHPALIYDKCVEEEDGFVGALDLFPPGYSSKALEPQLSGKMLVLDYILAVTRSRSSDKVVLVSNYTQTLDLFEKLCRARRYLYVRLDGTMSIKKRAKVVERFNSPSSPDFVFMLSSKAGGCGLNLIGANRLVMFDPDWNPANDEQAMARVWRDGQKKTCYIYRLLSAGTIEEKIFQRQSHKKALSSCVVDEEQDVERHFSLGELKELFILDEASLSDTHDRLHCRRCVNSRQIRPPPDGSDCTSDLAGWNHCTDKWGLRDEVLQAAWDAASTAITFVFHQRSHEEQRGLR
Active calls of the source: *; / = not tested or not shown; & = joins results of further samples.

SMILES	S100A4 MyoIIA	FN deposition inh	RAD52 anneal inh	esBAF inh	XiGFP reactiv	E-sel inducer	EWS-Fli block	RAD54 branch
CCN(CC)CCn1c2c(c(SCC(=O)Nc3nc(C)cs3)nc1=O)CCCC2	-1	-7	-9	/	0.2	1.6	12	12
Nc1ccc(S(=O)(=O)Nc2ccnn2-c2ccccc2)cc1	16	-19	-1	-1	0.1	-2.0	5	-2
COC(=O)c1cccc(C23CC4(C2)[C@H](CN(Cc2ccc(C(F)(F)F)cc2)[C@@H]4c2ccccc2)C3c2ccc(C(F)(F)F)cc2)c1 (some centres not stated)	-9	-4	-37	/	0.0	-0.1	19	/
O=C(N/N=C/c1cccnc1)c1ccc(Cl)c(Cl)c1	-2	-2	-12	/	0.2	/	-10	/
Cc1ccc(-n2ncc3c(NCc4cccnc4)ncnc32)cc1C	0	8	-2	75*	0.0	/	/	0
Cn1c(NCCc2ccncc2)nc2cc(-c3cccc(Cl)c3)sc2c1=O	0	/	0	14	-0.1	-0.4	-32	3
C[C@@H]1CN([C@H](C)CO)C(=O)c2ccccc2-c2ccccc2CO[C@@H]1CN(C)Cc1ccccc1	-16	-12	21	-3	0.2	-0.1	6	-1
CCCCN(CCCNC(=O)c1ccc(CS(=O)(=O)c2ccc(OC)cc2)o1)Cc1ccccc1	-2	7	-11	-10	0.0	/	-1	-3
CC(=O)N1[C@@H]2Cn3c(ccc(-c4ccccc4)c3=O)[C@H]1[C@@H](C(=O)NCCCN1CCOCC1)[C@@H]2CO	4	/	3	/	0.7	-0.1	-5	/
CO[C@@H]1CN(C)C(=O)c2ccc(NC(=O)Nc3ccc(C(F)(F)F)cc3)cc2OC[C@H](C)NC[C@H]1C	-1	-4	23	-1	0.0	0.6	1	10
CO[C@@H](CN(C)S(=O)(=O)c1ccc(C)cc1)[C@@H](C)CN(Cc1ccccc1Cl)[C@@H](C)CO	4	-16	-5	9	0.5	-0.1	20	-1
Cn1cnc(S(=O)(=O)N2C[C@@H](O)COC[C@@H]3O[C@@H](CC(=O)NCc4cccc(F)c4)CC[C@H]32)c1	1	-2	5	-1	0.2	0.2	-6	-6
COCC(=O)Nc1ccc2c(c1)C(=O)N(C)[C@H]1CC[C@H](CC(=O)NC3CCCC3)O[C@H]1CO2	/	0	/	2	0.0	0.0	-9	-3
CC(=O)Nc1ccc(Nc2nc(-c3ccccc3)nc3ccccc23)cc1	-6	-1	-23	/	0.1	/	3	/
COC(=O)CN(c1ccc(C(C)C)cc1)S(=O)(=O)c1c(C)[nH]c(=O)[nH]c1=O	-2	0	-18	-5	0.3	-0.1	4	3
C=CCn1c(=NC(=O)CC)n(C)c2ccccc21	2	0	-41	/	0.0	2.0	2	/
COc1ccc(Cc2noc(CN(C)CC(O)c3ccccc3)n2)cc1OC (configuration not stated)	0	-6	-16	/	0.0	-0.6	-4	/
CCCOC(=O)c1ccc(Oc2coc3c(CN(CC)CC)c(O)ccc3c2=O)cc1	-7	3	-19	/	0.0	/	-5	/
COc1ccc(CN2CCCN(C)CC2)c(OC)c1C	1	-1	-7	2	0.1	0.4	21	2
CC(=O)Nc1cccc(NC(=O)C(=O)NCC(c2ccco2)N2CCc3ccccc32)c1 (configuration not stated)	-11	0	-10	1	-0.1	0.3	-2	-3
COc1ccccc1C(=O)NC(=O)COC(=O)CNC(=O)c1ccccc1F	0	-3	1	0	-0.1	/	-4	1
COc1ccc(NC(=O)CCN2C(=O)c3ccccc3S2(=O)=O)c(OC)c1	-1	-1	0	/	0.0	/	7	/
CCS(=O)(=O)N1CCC2(CC1)CN(C(=O)Cc1ccccn1)[C@@H](CO)c1[nH]c3cc(OC)ccc3c12	9	/	3	/	0.2	0.0	-4	/
C[C@H]1CN([C@@H](C)CO)C(=O)Cc2cc(NC(=O)Cc3cn(C)c4ccccc34)ccc2O[C@H]1CN(C)S(=O)(=O)c1ccccc1	-15	/	-20	-2	0.0	0.0	8	-3
CN1C(=O)c2cc(NC(=O)c3cnccn3)ccc2OC[C@H]2O[C@@H](CC(=O)O)CC[C@@H]21	3	1	-9	-7	-0.1	-0.1	-4	-3
O=[N+]([O-])c1ccc(S(=O)(=O)NNC(=S)NCCc2ccccc2)cc1	0	8	2	2	0.0	0.0	/	3
CCOC(=O)C1=NN(c2ccccc2C)C2=NC(C)=C(C(=O)OC)C(c3cccc(OC)c3)N12 (configuration not stated)	/	12	/	/	-0.2	-0.5	/	-5
O=C(Cc1ccccn1)NCC[C@H]1CC[C@H](NS(=O)(=O)c2ccc(F)cc2)[C@H](CO)O1	-5	/	-14	3	0.8	1.0	6	-2
CC(C)Cn1c(SCC(=O)NC2CC2)nc2ccc(Cl)cc2c1=O	-3	1	-3	-3	0.0	0.0	9	-9
C[C@@H]1CN([C@H](C)CO)C(=O)CCCn2cc(nn2)CO[C@H]1CN(C)C(=O)Nc1ccc(F)cc1	10&-1&12	-7&-1	-13&16&-14	-2&-5&-1	-0.1&-0.3	-0.2	-6&-10&2	2&3&-14
CC(C)[C@@H](C)NC(=O)N(C)C[C@@H]1OCc2ccccc2-c2ccccc2C(=O)N([C@@H](C)CO)C[C@H]1C	-7	-7	-3	2	0.8	-0.5	-8	1
COc1ccc2[nH]c(=O)c(CN(Cc3ccccc3)C(=S)NCC3CCCO3)cc2c1 (configuration not stated)	-5	4	-7	/	0.0	/	6	/
COc1ccccc1-c1ccc2n(c1=O)C[C@@H]1[C@@H](CO)[C@H](C(=O)NC3CCC3)N(C(=O)NC(C)C)[C@H]21	-4	/	-5	7	0.2	0.0	2	12
CO[C@@H]1CN(C)C(=O)c2cc(NC(=O)Cc3ccccc3)ccc2OC[C@H](C)NC[C@H]1C	-36	4	-7	-5	-0.4	0.4	-4	-1
CCCC(=O)Nc1ccc2c(c1)OC[C@@H](C)N(C(=O)CN1CCOCC1)C[C@@H](C)[C@H](OC)CN(C)C2=O	-7	-3	7	-5	0.2	-0.1	1	2
CCO[C@H]1OC(C(=O)Nc2ccccc2)=C[C@@H](C)[C@@H]1CCCO	-1	-2	-11	-2	0.0	0.1	-9	-4
CCCn1c(SCC(=O)Nc2nnc(C(C)C)s2)nc2c1c(=O)n(C)c(=O)n2C	/	4	/	10	/	0.6	/	3
Cc1cc(C(=O)Nc2cccc3c2O[C@H](CN(C)S(=O)(=O)c2cccs2)[C@H](C)CN([C@H](C)CO)C3=O)n(C)n1	0	-7	4	-4	-0.1	0.0	4	-7
O=c1cc(CN2CCCCC2)c2c(ccc3ccccc32)o1	0	4	-20	0	0.0	0.1	-4	9
CC1(c2ccccc2)CC(C)(C)N(C(=O)c2cc([N+](=O)[O-])cc([N+](=O)[O-])c2)c2ccccc21 (configuration not stated)	-6	-8	7	/	-0.2	/	-6	/
COc1ccccc1-c1nc(SCC(=O)Nc2ccccc2)n[nH]1	-14	3	-6	-8	0.0	-0.1	11	-16
CSCCC(C(=O)NC1CCCC1)n1c(C2CCCC2)nc2ccccc21 (configuration not stated)	-6	3	-36	/	0.0	-0.1	-1	/
C=CCN1C(=O)c2ccc(C(=O)N(C)CC(=O)Nc3c(C)cccc3C)cc2C1=O	-5	3	-11	1	0.0	3.1	-3	0
CCC(=O)N(C)C[C@@H]1Oc2cc(C#CC(C)C)ccc2S(=O)(=O)N([C@@H](C)CO)C[C@H]1C	13	/	11	0	1.0	-0.1	4	-13
Cc1noc(C)c1NC(=O)N(C)C[C@H]1Oc2cc(C#CCC(C)C)ccc2S(=O)(=O)N([C@H](C)CO)C[C@@H]1C	24	/	9	0	-0.3	-0.2	14	-4
C[C@@H]1CN([C@@H](C)CO)S(=O)(=O)c2ccc(-c3ccccc3)cc2O[C@H]1CN(C)C	-3	/	14	4	-0.4	-0.1	-12	0
COc1ccc(C(C(=O)NC2CCCC2)N(C(=O)c2snc(C(N)=O)c2N)C2CCCC2)cc1OC (configuration not stated)	0	2	-8	-6	0.1	-0.2	-2	-9
Nc1ccc2c(c1)C(=O)c1cc(N)c(Cl)cc1-2	-1	-6	-6	28	0.4	-0.1	-14	-2
COc1ccc(NC(=O)Nc2cccc3c2O[C@H](CN(C)S(C)(=O)=O)[C@@H](C)CN([C@@H](C)CO)C3=O)cc1	2	/	-5	3	0.0	8.0	-13	-7
CC1(C)Cc2c(cnn2-c2cccc(F)c2)C(NC(=O)c2ccc(=O)[nH]n2)C1 (configuration not stated)	1	6	-1	1	0.1	/	6	-19

Next part.
SMILES	S100A4 MyoIIA	FN deposition inh	RAD52 anneal inh	esBAF inh	XiGFP reactiv	E-sel inducer	EWS-Fli block	RAD54 branch
CCCNC(=O)Nc1ccc2c(c1)C(=O)N(C)C[C@@H](OC)[C@H](C)CN(C(=O)C1CCC1)[C@@H](C)CO2	-1	-1	-1	-2	-0.3	0.6	-1	9
COCCNC(=O)C[C@@H]1CC[C@H](NC(=O)NC2CCCCC2)[C@@H](CO)O1	-15	/	-5	-2	0.0	0.1	/	-3
CCC(=O)Nc1ccc(NC(=O)c2oc3ccccc3c2C)cc1	-16	4	-2	-16	0.2	/	-1	-3
COc1ccc(NC(=O)CSc2nnc3n2CCCCC3)cc1S(=O)(=O)N1CCOCC1	-6	2	-14	-3	0.1	/	-4	-14
N#Cc1ccccc1OCC(=O)N(Cc1nnc(-c2ccccc2Cl)o1)C1CC1	-2	2	-39	/	0.4	-0.2	-12	/
O=C1CN(C(=O)CNC(=O)c2cccc(Cl)c2)c2ccccc2N1	2	/	-22	/	0.0	/	-2	/
Cc1noc(C)c1CSCC(=O)Nc1nc2ccccc2s1	-4	-8	-14	/	0.0	/	-3	-11
CCc1ccccc1NC(=S)N(CCN1CCOCC1)Cc1ccccc1F	0	15	-10	/	0.0	9.2	9	/
COc1cccc(NC(=O)CCNS(=O)(=O)c2ccc3c(c2)oc(=O)n3C)c1	-5	8	-16	/	0.2	4.2	/	/
O=C(Nc1ccccc1)C(c1ccccc1)C1CCCC1 (configuration not stated)	5	/	-16	/	0.0	/	7	/
CCN(CC)S(=O)(=O)c1ccc(C(=O)Nc2nnc(CSC)o2)cc1	5	-11	-7	/	0.4	/	-9	/

Gathered by group, the compounds so far containing a thiophene ring, fused or not (2)
SMILES	S100A4 MyoIIA	FN deposition inh	RAD52 anneal inh	esBAF inh	XiGFP reactiv	E-sel inducer	EWS-Fli block	RAD54 branch
Cn1c(NCCc2ccncc2)nc2cc(-c3cccc(Cl)c3)sc2c1=O	0	/	0	14	-0.1	-0.4	-32	3
Cc1cc(C(=O)Nc2cccc3c2O[C@H](CN(C)S(=O)(=O)c2cccs2)[C@H](C)CN([C@H](C)CO)C3=O)n(C)n1	0	-7	4	-4	-0.1	0.0	4	-7

Compound activity as filed in PubChem BioAssay.
